EPAC2 ag = activates human EPAC2 exchange factor; Q8WZA2; EPAC2 activation, biochemical qHTS; response scale: 100% = 6.5 mM cAMP response; Potency, µM (top dose mostly 154 µM), for the others: at the highest dose activation, hits mostly activators; 0.079% of 360,000 active; AID 720711; further: nearly all actives have a fitted effect of over 50% in size
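Compounds were added across a concentration range to EPAC2 (100 nM), RAP1B-BODIPY-GDP (250 nM) and GDP (50 uM). After 5 min at room temperature, fluorescence was recorded at 5-min intervals for 30 min.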
PTHR1 agonist = PTHR1 (human) receptor agonism; Potency, µM (titrated, usually from 115 µM), without a hit: at the top dose activation, usual class: activators; AID 743266; HEK293 GP2 PTHR1 cells, GloSensor cAMP luminescence, 1 h; 0.075% of 410,000 active; further: nearly all actives have a fitted effect of over 55% in size; some results filed as inactive show a strong effect at the top dose; inactives centre near -15; many of its hits are not listed in these tables
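HEK-293-derived GP2 cells expressing PTHR1 and a GloSensor cAMP reporter, 3,000/well, plated overnight, given luciferin plus IBMX (each 0.5 mM as added) for 1 h at 37 °C, then compound for 1 h at 37 °C. Luminescence was read after 15 min at room temperature.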
EPAC1 antagonist = blocks human EPAC1 exchange factor | 0.14% of 360,000 active | Potency, µM (titrated, usually from 115 µM), for the others: top-dose activity change, negative = inhibition, most hits filed as inhibitors | O95398 | EPAC1 GEF assay, Rap1b-BODIPY-GDP exchange fluorescence;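 further: plate controls were vehicle for no effect and positive control for full effect; nearly all actives have a fitted effect of over 50% in size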
Target sequence (O95398 whole entry, looked up): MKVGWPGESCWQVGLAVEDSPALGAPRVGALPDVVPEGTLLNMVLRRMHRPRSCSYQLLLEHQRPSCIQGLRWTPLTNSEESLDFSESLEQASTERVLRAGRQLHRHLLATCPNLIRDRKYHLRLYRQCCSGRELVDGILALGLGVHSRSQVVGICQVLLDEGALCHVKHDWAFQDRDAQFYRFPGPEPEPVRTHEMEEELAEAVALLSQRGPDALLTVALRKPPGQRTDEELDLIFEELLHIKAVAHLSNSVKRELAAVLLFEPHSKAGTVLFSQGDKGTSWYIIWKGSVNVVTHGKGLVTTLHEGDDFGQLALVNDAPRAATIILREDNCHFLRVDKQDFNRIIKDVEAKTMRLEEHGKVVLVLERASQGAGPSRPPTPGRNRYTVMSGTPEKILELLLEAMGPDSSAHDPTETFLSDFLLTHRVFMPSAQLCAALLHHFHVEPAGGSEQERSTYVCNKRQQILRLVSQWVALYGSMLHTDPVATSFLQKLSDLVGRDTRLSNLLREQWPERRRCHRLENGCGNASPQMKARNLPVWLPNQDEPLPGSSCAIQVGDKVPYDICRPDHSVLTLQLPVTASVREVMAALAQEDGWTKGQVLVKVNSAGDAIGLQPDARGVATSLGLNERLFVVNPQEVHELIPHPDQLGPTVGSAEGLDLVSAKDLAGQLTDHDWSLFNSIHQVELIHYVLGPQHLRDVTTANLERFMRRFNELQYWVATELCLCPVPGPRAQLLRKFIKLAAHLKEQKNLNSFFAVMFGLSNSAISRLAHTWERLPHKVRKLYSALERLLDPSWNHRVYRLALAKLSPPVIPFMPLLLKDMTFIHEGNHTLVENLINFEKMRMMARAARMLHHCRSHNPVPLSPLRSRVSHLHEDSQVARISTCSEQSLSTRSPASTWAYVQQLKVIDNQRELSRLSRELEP
aSyn yeast inh = inhibitors of alpha-synuclein toxicity in yeast | Yeast expressing alpha-synuclein, growth rescue, BacTiter-Glo, 24 h | 0.14% of 370,000 active | Potency, µM (doses to about 46.1 µM), without a hit: at the top dose growth rescue (activation), usual class: activators; further: % of control where 0% means no effect; nearly all actives have a fitted effect of over 65% in size
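Galactose-induced alpha-syn yeast (OD600=0.02, raffinose-pregrown) + pinned cpd, 24 hr, 30 deg C; growth by BacTiter-Glo luminescence. Growth restoration scores as activation.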
FUS yeast rescue = suppressors of FUS proteinopathy in yeast; AID 1347120; 0.24% of 390,000 active; S. cerevisiae FUS-expressing, growth rescue, OD600, 24 h; Potency, µM (titrated, usually from 76.6 µM), for the others: at the highest dose growth rescue (activation), usual class: activators;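 further: plate controls were DMSO vehicle for no effect and reference control for full effect; nearly all actives have a fitted effect of over 55% in size; some results filed as inactive show a strong effect at the top dose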
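Toxicity suppression screen in FUS-yeast. Cells induced with 2% galactose, starting OD 0.005, treated 24hr at 30C with compounds at multiple final concentrations; growth by OD600.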
EPAC2 antagonist = EPAC2 (human) antagonism; Q8WZA2; EPAC2 GEF exchange of Rap1B-BODIPY-GDP, fluorescence; Potency, µM (titrated, usually from 114 µM), without a hit: top-dose activity, negative = inhibition, most hits filed as inhibitors; 0.18% of 360,000 active; AID 720708; further: on the % scale 0 is the no-effect control and ±100 the full control effect; nearly all actives have a fitted effect of over 45% in size; many of its hits are not listed in these tables
EPAC1 agonist = EPAC1 (human) agonism; AID 720707; EPAC1 agonist qHTS, biochemical assay; response scale: 100% = response to 6.5 mM cAMP; Potency, µM (highest dose often 154 µM), for the others: top-dose activation, actives largely listed as activators; O95398; 0.073% of 360,000 active; further: nearly all actives have a fitted effect of over 60% in size
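Nucleotide exchange by EPAC1 (100 nM) on Rap1B–BODIPY-GDP (250 nM) in the presence of 50 uM GDP is tracked fluorescently at 480/540 nm over 30 min. Signals are normalized to a 6.5 mM cAMP control.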
TDP-43 yeast inh = rescues yeast growth from TDP-43 toxicity; TDP-43 expressing yeast growth rescue, BacTiter-Glo, 24 h; Potency, µM (doses to about 46.1 µM), for the others: at the top dose growth rescue (activation), most hits filed as activators; 1.8% of 410,000 active; AID 652104; further: % of control where 0% means no effect; nearly all actives have a fitted effect of over 50% in size
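Growth rescue of TDP-43-toxic yeast measured as ATP luminescence (BacTiter-Glo). Cells grown to mid-log in raffinose, induced in galactose at OD600=0.02, exposed to compound 24 hr at 30 deg C.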
* marks the source's active call; other numbers are inactive results; i = inactive; u = inconclusive; x = not tested or not shown; [ ] = another dose, or the depositor's remark. The call rests on the fitted dose curve; in most records, active means well fitted curve in the direction sought with a large enough effect; inconclusive means small, poorly fitted or top-dose-only effect, or another doubt; inactive means no such curve, though single readings can be large; an effect the other way counts as inactive or inconclusive. Potency means the concentration at half of the fitted maximal effect.

SMILES	EPAC2 ag	PTHR1 agonist	EPAC1 antagonist	aSyn yeast inh	FUS yeast rescue	EPAC2 antagonist	EPAC1 agonist	TDP-43 yeast inh
COc1ccc(/C(C)=N/NC(=O)CNC(=O)/C=C/c2ccccc2OC)cc1	16%	i	6%	0%	23%	-10%	11%	-1%
O=C(OCC(F)(F)F)c1cccc(COc2ccc3ccccc3c2)c1	5%	-14%	-23%	1%	-20%	-5%	-9%	26%
C/C(CC(=O)NCCCN1CCOCC1)=N\NC(=O)COc1cccc2ccccc12	0%	i	5%	1%	x	12%	-3%	19%
Cc1ccc(Cc2c(C3CCCCC3)nc3ccc(Cl)cn23)cc1	6%	-8%	-23%	8%	19%	-8%	20%	0%
O=C(NC1=NCCS1)c1cccc(Br)c1	-4%	-10%	4%	-4%	5%	-8%	-4%	12%
CC(=O)N/C(=C/c1ccccc1)c1ccccc1	-6%	i	-7%	8%	-18%	-3%	0%	13%
Cn1c(N)c(S(=O)(=O)c2ccc(Br)cc2)c2nc3ccccc3nc21	7%	i	-27%	-2%	u	-7%	11%	-7%
O=C(OCC(=O)N1CCOCC1)c1ccc2c(c1)OCCO2	4%	-7%[57.5 µM]	12%	-10%	20%	10%	-5%	4%
C/C(N)=C(/C#N)C(=O)CSc1nc2ccccc2c(=O)n1CCCOC(C)C	5%	i	4%	0%	18%	-14%	2%	0%
Cc1ccc(-c2ccc(/C=N/N=C3/NC(=O)C(CC(=O)O)S3)o2)c([N+](=O)[O-])c1 (stereo not drawn)	1%	i	-15%	-5%	13%	8%	0%	-6%
Fc1ccc(Br)cc1/C=N/n1cnnc1	-1%	i	-4%	0%	-6%	0%[57.1 µM]	1%	3%
CCN(C/C=C/c1ccccc1OC)Cc1ccccc1	12%	i	7%	0%	9%	4%	4%	-19%
O=C(NCc1ccc(N2CCCC2=O)cc1)c1cn(CCc2ccccc2)nn1	-6%	i	-18%	4%	10%	2%	0%	21%
Cc1cccnc1NC(=O)Cn1nc(-c2ccccc2)oc1=S	19%	i	-13%	-2%	2%	-2%	-5%	u
S=C(NCc1ccco1)N1CCN(c2nc(-c3ccc(Cl)cc3)cs2)CC1	14%	-34%[inhibitor]	-15%	-18%	-9%	3%	5%	24%[9.22 µM]
Cc1cc([N+](=O)[O-])c(C)cc1-c1ccc(/C=N/NC(=O)c2cccnc2)o1	-9%	-50%[inhibitor]	-6%	0%	-20%	-12%	-9%	23%
CC(C)(C)NC(=O)CN1CCC(O)(c2ccccc2)CC1	12%	-6%[57.5 µM]	9%	-2%	-17%	0%	4%	-10%
CN(C)c1nc2c(c(=O)[nH]c(=O)n2C)n1Cc1ccc(F)cc1	-1%	-30%[inhibitor]	-12%	-2%	-11%	-5%	3%	1%
CCOCCCN(C(=O)CCC(=O)Nc1cc(C)on1)C(C(=O)NC(C)(C)CC)c1cccc(OC)c1OC (stereo not drawn)	-5%	i	6%	4%	14%	8%	-9%	9%
COc1cccc(NC(=O)CSc2nnc(Cn3c(=O)sc4ccccc43)n2C)c1	4%	-15%	5%	1%	-7%	0%	10%	16%
COc1cc(CNC2CCCC2)cc(Br)c1OCC(=O)Nc1ccccc1C	4%	u	15%	-5%	19%	-2%	-1%	1%
CN(Cc1ccccc1)C(=O)CN1C(=O)NC(C)(c2ccc(C(C)(C)C)cc2)C1=O (stereo not drawn)	1%	-27%	-15%	12%	31%	-16%	-4%	-8%
Cc1nnc(SCC(=O)Nc2nccs2)n(N)c1=O	4%	-1%	-18%	0%	5%	7%	0%	5%
CC1CC(C)CN(C(=O)CN2C(=O)NC3(CCCCCCC3)C2=O)C1 (stereo not drawn)	4%	-58%	-22%	-2%	-14%	3%	-5%	-23%
COc1ccc(NC(=O)c2cc(C)nn2-c2ccccc2)cc1	4%	i	-2%	8%	5%	12%	1%	0%
C/C(=N\NC(=O)c1cccc(O)c1)c1cccc(NC(=O)c2ccc(F)cc2)c1	7%	-36%[inhibitor]	u	0%	14%	-5%	2%	26%
C=CCNC(=O)c1nn2cccnc2c1Cl	13%	i	6%	-1%	-11%	2%	17%	6%
Cc1ccc(S(=O)(=O)N2C[C@@H]3CCCC[C@@H]3[C@@H](C)[C@H]2c2cn(Cc3ccccc3)c3ccccc23)cc1	8%	-77%[inhibitor]	4%	-13%	9%	7%	-15%	6%
O=C(c1cccc(C(=O)N2CCC(O)(c3ccccc3)CC2)c1)N1CCC(O)(c2ccccc2)CC1	5%	i	5%	-1%	12%	-4%	9%	6%
COc1ccc(/C=N/Nc2cc(C)nc(NS(=O)(=O)c3ccc(C)cc3)n2)cc1	-8%	-39%[inhibitor]	0%	4%	2%	5%	-9%	-15%[0.397 µM]
Cc1noc(C)c1CSc1nnc2scc(-c3ccccc3)n12	5%	i	0%	-9%	22%	16%	1%	-10%
Cc1ccc(NC(=O)Nc2ccnc(-c3cccnc3)n2)cc1	6%	-23%	-9%	-3%	-2%	0%	5%	13%
C=CCN(CC=C)c1nc2ccccc2nc1C(C#N)C(=O)OC(C)C (stereo not drawn)	2%	i	-1%	-4%	-4%	5%	-15%	-24%
CC(=O)Nc1nc(-c2ccccc2)nc(C)c1C(C)=O	-20%	-13%[57.5 µM]	6%	0%	-13%	1%[57.1 µM]	-4%	-3%
CC(C)(C)c1nnc(N/N=C/c2cc(Br)ccc2O)n(N)c1=O	-5%	-31%[inhibitor]	-16%	u	37%	-11%	9%	u
CC1CCCN(C(=O)C(C)Nc2cc(Cl)ccc2N2CCOCC2)C1 (stereo not drawn)	-2%	-10%	11%	4%	11%	13%	-9%	-5%
COc1cc(C(C2C(=O)CC(C)(C)CC2=O)C2C(=O)CC(C)(C)CC2=O)ccc1OC(C)=O	2%	-13%	2%	-7%	8%	0%	1%	20%
CCOc1ccc(CNC(=O)CCSCc2ccccc2F)cc1OC	16%	-19%	7%	-3%	7%	-4%	-4%	-5%
COC(=O)[C@H](C)NC(=O)NC1CCCc2ccccc21 (stereo partly drawn)	3%	25%[57.5 µM]	-6%	22%	21%	0%	3%	-23%
COc1ccc(OCc2nnc(SCC(N)=O)n2N)cc1	1%	i	8%	0%	-6%	6%	-3%	-1%
O=CN(Cc1ccco1)C1(C(=O)NC2CCCCC2)CCCCC1	1%	i	-18%	-1%	5%	0%[57.1 µM]	5%	-2%
CCN(CC)c1ccc(C(=O)c2cnc(/N=C/N(C)C)s2)cc1	2%	-40%[inhibitor]	0%	-9%	5%	-7%	8%	0%
C/C(=N\NC(=O)c1cc(O)ccc1O)c1cccc(NC(=O)c2cccc(Cl)c2)c1	8%	i	u	-9%	15%	6%	-1%	20%
O=C(NCC1CCCO1)C(c1ccncc1)N(Cc1cccs1)C(=O)Cn1nnc(-c2ccc(F)cc2)n1 (stereo not drawn)	2%	i	-18%	-1%	35%	2%	-2%	-5%
Cc1nc2ccccn2c(=O)c1NC(=O)c1ccc(Br)o1	-4%	13%	1%	7%	-41%	7%	-8%	0%
O=[N+]([O-])c1ccc(Oc2ccc(C(F)(F)F)cn2)cc1	3%	-6%	6%	-5%	-8%	1%	2%	1%
O=C1C=C(/C=C/C2C=CC=CC2)C[C@@H](c2ccc(Cl)cc2)C1 (stereo partly drawn)	10%	i	-15%	-8%	23%	-2%	6%	u
Cn1cc(CN(CCO)Cc2cccs2)c(-c2cccc(Cl)c2)n1	15%	-3%	u	-3%	6%	-26%	-9%	1%
CCN(CC)S(=O)(=O)c1ccc(N/N=C/c2cc(OC)ccc2O)nc1	-15%	-9%	3%	5%	22%	11%	-14%	6%
CC(=O)c1sc(NC(=O)C2CSC3(C)CCC(=O)N23)nc1-c1ccccc1 (stereo not drawn)	1%	-3%	-8%	0%	23%	1%	-4%	10%
CCOC(=O)C1CCN(C(=O)CCCCn2c(=O)[nH]c3ccccc3c2=O)CC1	6%	i	14%	-4%	8%	13%	-10%	-5%
CC(C)(C)n1nnnc1C(c1ccccc1)N1CCN(c2c(Cl)cncc2Cl)CC1 (stereo not drawn)	14%	-52%[inhibitor]	16%	-4%	39%	-9%	11%	u
Cn1nc(C(C)(C)C)cc1C(=O)O	4%	i	-23%	4%	-5%	3%	4%	-5%
COc1ccc(C=C(c2ccc(OC)cc2)c2ccc(OC)cc2)cc1	6%	-3%[57.5 µM]	16%	-14%	14%	2%	6%	6%
CSc1ccccc1NC(=O)COc1ccc2c(c1)OCO2	7%	-85%[inhibitor]	5%	8%[1.84 µM]	-4%	-20%	3%	25%
CCN(CC)S(=O)(=O)c1ccc(C(=O)/C=C/c2ccc(-c3ccc([N+](=O)[O-])cc3)o2)cc1	3%	-16%	14%	5%	24%	28%	3%	22%
CCN(C(=O)COC(=O)c1ccc(C)c(S(=O)(=O)N2CCCCC2)c1)C1CCS(=O)(=O)C1 (stereo not drawn)	-1%	-45%[inhibitor]	4%	1%	3%	21%	-9%	u
Cc1ccc(S(=O)(=O)NC(=O)N2CCCC(C)(C)C2)cc1	0%	i	0%	-1%	-48%	4%	1%	6%
COc1ccc(Cn2c(O)c(C=Nc3ccccc3)c3ccccc3c2=O)cc1	9%	i	-15%	-2%	14%	4%	-1%	5%
COc1cccc(-c2cnc3c(NC(C)=O)cc(-c4cccc(C(=O)NCCN(C)C)c4)cn23)c1	1%	i	-2%	6%	-7%	0%	-7%	0%
CCOc1ccc(Cl)cc1CSc1ncn[nH]1	6%	i	-16%	u	18%	-10%	-1%	u
Nc1nc(F)nc2c1ncn2[C@@H]1O[C@H](CO)[C@@H](O)[C@H]1O	3%	i	4%	-12%	-24%	-4%	13%	8%

Rewritten field by field: 4 of the compounds above.
SMILES: COC(=O)[C@H](C)NC(=O)NC1CCCc2ccccc21 (stereo partly drawn)
  EPAC2 ag = 3%
  PTHR1 agonist = 25%[57.5 µM]
  EPAC1 antagonist = -6%
  aSyn yeast inh = 22%
  FUS yeast rescue = 21%
  EPAC2 antagonist = 0%
  EPAC1 agonist = 3%
  TDP-43 yeast inh = -23%

SMILES: COc1ccc(OCc2nnc(SCC(N)=O)n2N)cc1
  EPAC2 ag = 1%
  PTHR1 agonist = i
  EPAC1 antagonist = 8%
  aSyn yeast inh = 0%
  FUS yeast rescue = -6%
  EPAC2 antagonist = 6%
  EPAC1 agonist = -3%
  TDP-43 yeast inh = -1%

SMILES: O=CN(Cc1ccco1)C1(C(=O)NC2CCCCC2)CCCCC1
  EPAC2 ag = 1%
  PTHR1 agonist = i
  EPAC1 antagonist = -18%
  aSyn yeast inh = -1%
  FUS yeast rescue = 5%
  EPAC2 antagonist = 0%[57.1 µM]
  EPAC1 agonist = 5%
  TDP-43 yeast inh = -2%

SMILES: CCN(CC)c1ccc(C(=O)c2cnc(/N=C/N(C)C)s2)cc1
  EPAC2 ag = 2%
  PTHR1 agonist = -40%[inhibitor]
  EPAC1 antagonist = 0%
  aSyn yeast inh = -9%
  FUS yeast rescue = 5%
  EPAC2 antagonist = -7%
  EPAC1 agonist = 8%
  TDP-43 yeast inh = 0%

An excerpt; the hit share may differ from the screen's.
